Screening results as filed in PubChem.
Rad51 HR inh: Rad51 (human) homologous recombination inhibition; AID 1385; Q06609; actives 0.085% (n = 200,000); hRad51 DNA strand exchange, fluorescence dequenching; inhibition, % at 10 µM;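 active = inhibition above 40% at the single screening dose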;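 also: 0% = DMSO control wells and 100% = blanks with heterologous ssDNA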
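Test system: preformed human Rad51 ssDNA filaments; also added: Donor/quencher-labelled 47-bp dsDNA substrate; doses: 10 µM final, single point; times: 37 °C 15-min filament assembly, 30-min compound preincubation, 15-min exchange; detection: FRET fluorescence dequenching, excitation 485 nm, emission 520 nm; read-out basis: Fluorescence-based percent inhibition, control- and blank-normalised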
Calpain2 inh: blocks pig calpain II enzyme activity | inhibition, % at 16 µM | actives 0.37% (n = 220,000) | purified calpain II, fluorogenic peptide substrate, 30 min;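 active = inhibition above about 50%, limit read from the data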
PERK inh: inhibitors of human PERK kinase; Q9NZJ5; inhibition, % at 5.6 µM; actives 0.17% (n = 220,000); AID 1416; CHO PERK-DD fusion, SEAP luminescence translation reporter;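 active = inhibition above the mean inhibition of all tested compounds plus 3 SD, set separately per screening campaign, cut at about 2.9% in these data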;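 also: PERK kinase domain activated by AP20187 dimerizer at 100 nM; 0% = DMSO with dimerizer and 100% = rapamycin at 8.4 µM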
Mdm2 ligase inh: inhibitors of human Mdm2 E3 ubiquitin ligase; signal enhancement, % at 5 µM; AID 1230; actives 0.11% (n = 210,000); cell-based MDM2 ubiquitination luciferase reporter, 2 h; 0 = plate control, 100 = twice control, blank-subtracted;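 active = signal enhancement of 30% or more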;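 also: luminescence tracks abundance of the self-degrading MDM2-luciferase fusion protein; higher signal means inhibition of MDM2 E3 ligase activity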
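Assay system: mammalian cells stably expressing self-ubiquitinating, self-degrading MDM2 E3–luciferase fusion. Quantity: 2000 cells in each well. Medium: DMEM culture medium. Compound dosing: single-point 5 µM. Timing: cell settling 4 h, compound treatment 2 h, both 37 °C. Technique: luciferase luminescence. Read-out basis: percent signal gain over controls, blank-subtracted. Benchmarks: plate controls and plate blanks.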
eIF4E 4G PPI: inhibitors of eIF4E and eIF4G interaction in translation initiation; TR-FRET eIF4E-eIF4GI(517-606) binding, 2 h; inhibition, % at 21.7 µM; actives 0.37% (n = 220,000); AID 782;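 active = inhibition above about 30%, limit read from the data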;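 also: 0% = full FRET control wells and 100% = background wells lacking eIF4GI fragment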
L929 necroptosis: L929 zVAD cell death inhibition | L929 zVAD necroptosis rescue, ATP luminescence, 24 h; with zVAD 60 µM | viability rescue, % at 10 µM | actives 0.38% (n = 220,000);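 active = activation, scaled between plate controls, above about 75%, limit read from the data; inactive = activation under that limit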;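 also: 0% = zVAD with DMSO and 100% = DMSO alone without zVAD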
Cl transport mod: modulates chloride dependent transport by human KCC2. Q9H2X9. KCC2 cells, thallium flux FluoZin-2 fluorescence. B-score of Tl+ flux slope (higher = more flux/activation; lower = inhibition) at 10 µM. actives 2.2% (n = 190,000). AID 1456;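 active = thallium flux slope and its plate-corrected score both differing from the plate sample mean at a set confidence after two filtering rounds, in either direction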;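 also: slope of fluorescence scaled to starting intensity during 10 to 20 s after thallium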
TNF necrop inh: TNF-alpha cell death inhibition in Jurkat FADD-/- cells; Jurkat FADD-/- TNF necroptosis rescue, ATP luminescence, 24 h; 0 = TNF only, 100 = no-TNF cells; activation (protection from cell death), % at 10 µM; actives 0.068% (n = 220,000); AID 463075;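 active = activation, meaning protection from cell death, of at least 50% relative to plate controls; inactive = activation below 50%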;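 also: necroptosis triggered by 40 ng/mL TNF-alpha added together with compound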
EBV gp42 block: inhibitors of Epstein-Barr virus glycoprotein 42; AID 1085; inhibition, % (tested at 21.74 µM); actives 0.42% (n = 220,000); Fluorescence polarization binding assay, mP read-out; in the data active = inhibition above about 50%
The depositor's hits bear a star; [ ] = another dose, or the depositor's remark.

For O=C(Nc1ccc(F)cc1F)NC1CC(=O)N(Cc2ccccc2)C1 (configuration not stated) the results were Rad51 HR inh 0, Calpain2 inh -7, PERK inh 0.5, Mdm2 ligase inh 5, eIF4E 4G PPI 3, L929 necroptosis 1.3, Cl transport mod 0.14, TNF necrop inh 1.6 and EBV gp42 block -2.
`O=C(CSc1nc2c(sc3ccccc32)c(=O)n1CCCN1CCOCC1)NC1CCCC1` gave Rad51 HR inh -3, Calpain2 inh -58, PERK inh -1.5, Mdm2 ligase inh -1, eIF4E 4G PPI -6, L929 necroptosis -0.3, TNF necrop inh -1.8 and EBV gp42 block -9.
Screening COc1ccc(-c2cnnc(N/N=C/C(C)=C/c3ccccc3)n2)cc1 returned Rad51 HR inh 6, Calpain2 inh 24, PERK inh -0.1, Mdm2 ligase inh -5, eIF4E 4G PPI -4, L929 necroptosis 1.6, Cl transport mod 0.67, TNF necrop inh 3.5 and EBV gp42 block 8.
`COc1cccc(NC(=O)Nc2ccc(Br)cn2)c1` gave Calpain2 inh -12, PERK inh 1.1, Mdm2 ligase inh -20, eIF4E 4G PPI -5, L929 necroptosis 72, Cl transport mod 0.012, TNF necrop inh 14 and EBV gp42 block -12.
Screening CC(C)C(NC(=O)c1ccccc1)C(=O)NCc1ccccn1 (configuration not stated) returned Rad51 HR inh -2, Calpain2 inh 11, PERK inh -0.4, Mdm2 ligase inh 5, eIF4E 4G PPI 2[fluorescence artefact?], L929 necroptosis 1.6, Cl transport mod 0.051, TNF necrop inh -1.8 and EBV gp42 block -16.
O=C(NN1C(=O)c2cc(Br)ccc2NC1c1ccccc1Cl)c1ccncc1 (configuration not stated) was read as Rad51 HR inh 11, Calpain2 inh 13, PERK inh -1.8, Mdm2 ligase inh -2, eIF4E 4G PPI 4, L929 necroptosis 1.6, Cl transport mod 0.36, TNF necrop inh -0.1 and EBV gp42 block -2.
Screening C(#Cc1ccc(C#CCN2CCCC2)cc1)CN1CCCC1 returned Calpain2 inh 1, PERK inh -0.3, Mdm2 ligase inh -11, eIF4E 4G PPI -13, L929 necroptosis -0.1, TNF necrop inh -6.9 and EBV gp42 block -12.
For C/C(=N\N=C(/N)SC1CC(=O)N(c2ccccc2)C1=O)c1cccs1 (configuration not stated) the results were Rad51 HR inh -1, Calpain2 inh -38, PERK inh 1.3, Mdm2 ligase inh 6, eIF4E 4G PPI 5, L929 necroptosis 0.1, Cl transport mod -0.13, TNF necrop inh 0.1 and EBV gp42 block -8.
For Cc1ccc2c(c1)N(CCCC(=O)NCCC1=CCCCC1)C(=O)CO2 the results were Rad51 HR inh 0, Calpain2 inh -16, PERK inh -0.2, Mdm2 ligase inh -4, eIF4E 4G PPI -8, L929 necroptosis -0.1, Cl transport mod -0.23, TNF necrop inh 0.8 and EBV gp42 block 3.
Screening CC1CC(CC(C)C(=O)Nc2nncs2)C(=O)O1 (configuration not stated) returned Rad51 HR inh -5, Calpain2 inh -21, PERK inh 1.1, Mdm2 ligase inh -14, eIF4E 4G PPI 4, L929 necroptosis -0.1, TNF necrop inh 0.3 and EBV gp42 block 1.

Looked up one by one from the entries so far:
For O=C(Nc1ccc(F)cc1F)NC1CC(=O)N(Cc2ccccc2)C1 (configuration not stated) the results were Rad51 HR inh 0, Calpain2 inh -7, PERK inh 0.5, Mdm2 ligase inh 5, eIF4E 4G PPI 3, L929 necroptosis 1.3, Cl transport mod 0.14, TNF necrop inh 1.6 and EBV gp42 block -2.
`COc1cccc(NC(=O)Nc2ccc(Br)cn2)c1` gave Calpain2 inh -12, PERK inh 1.1, Mdm2 ligase inh -20, eIF4E 4G PPI -5, L929 necroptosis 72, Cl transport mod 0.012, TNF necrop inh 14 and EBV gp42 block -12.

More results follow:
`CNC(=S)N/N=C/c1c(C)nn(-c2ccc(F)cc2)c1Cl` gave Rad51 HR inh 2, Calpain2 inh 3, PERK inh 1.2, Mdm2 ligase inh 6, eIF4E 4G PPI 1, L929 necroptosis -1.4, Cl transport mod 1.2, TNF necrop inh -3.5 and EBV gp42 block -4.
For Cc1ccc(CC(=O)Nc2cc([N+](=O)[O-])ccc2F)cc1 the results were Rad51 HR inh -6, Calpain2 inh -14, PERK inh 0.2, Mdm2 ligase inh -13, eIF4E 4G PPI 1, L929 necroptosis 0.7, Cl transport mod 0.49, TNF necrop inh 9.3 and EBV gp42 block 3.
For O=S(=O)(Nc1ccccc1)c1ccc(-c2csnn2)cc1 the results were Rad51 HR inh -1, Calpain2 inh 17, PERK inh 1.3, Mdm2 ligase inh -8, eIF4E 4G PPI 3, L929 necroptosis 0.5, Cl transport mod -0.058, TNF necrop inh 2.3 and EBV gp42 block -8.
For O=P(O)(O)CP(=O)(O)O the results were Rad51 HR inh -4, Calpain2 inh 4, PERK inh 1.6, Mdm2 ligase inh -3, eIF4E 4G PPI -4, L929 necroptosis 0.0, Cl transport mod 0.71, TNF necrop inh -1.9 and EBV gp42 block -12.
COc1ccc(C(CNC(=O)c2ccc(S(=O)(=O)N3CCCC3)cc2)N(C)C)cc1OC (configuration not stated) was read as Rad51 HR inh 6, Calpain2 inh 10, PERK inh 0.0, Mdm2 ligase inh -9, eIF4E 4G PPI -1, L929 necroptosis 0.0, Cl transport mod 0.99, TNF necrop inh 1.0 and EBV gp42 block -13.
`Cc1ccc(S(=O)(=O)N2CCOCC2)cc1C(=O)Nc1c(C)n(C)n(-c2ccccc2)c1=O` gave Rad51 HR inh -5, Calpain2 inh 10, PERK inh 0.5, Mdm2 ligase inh -12, eIF4E 4G PPI -1, L929 necroptosis -0.6, Cl transport mod -0.0059, TNF necrop inh 1.1 and EBV gp42 block -7.
Screening CCc1ccc(Nc2c([N+](=O)[O-])c(=O)oc3ccccc23)cc1 returned Calpain2 inh -11, PERK inh 0.3, Mdm2 ligase inh -6, eIF4E 4G PPI -9, L929 necroptosis 0.9, Cl transport mod -2, TNF necrop inh -1.4 and EBV gp42 block 0.
CS(=O)(=O)Nc1ccc(S(=O)(=O)NC2CCCCC2)cc1 was read as Calpain2 inh -23, PERK inh 1.2, Mdm2 ligase inh -18, eIF4E 4G PPI -4, L929 necroptosis 0.5, Cl transport mod -1.1, TNF necrop inh 0.4 and EBV gp42 block 1.
Screening Cc1ccc(/C=C2/CCc3c([nH]c4ccccc34)C2=O)cc1 returned Calpain2 inh 21, PERK inh 1.6, Mdm2 ligase inh -7, eIF4E 4G PPI 4, L929 necroptosis 0.1, TNF necrop inh -1.6 and EBV gp42 block -7.
`CC(C(=O)N1CCN(Cc2ccccc2)CC1)c1ccc([N+](=O)[O-])cc1` (configuration not stated) gave Calpain2 inh -8, PERK inh 0.3, eIF4E 4G PPI -13, L929 necroptosis -0.5, Cl transport mod -0.92, TNF necrop inh 1.7 and EBV gp42 block 5.

Of the compounds above, 3 have a nitro group on carbon.
For Cc1ccc(CC(=O)Nc2cc([N+](=O)[O-])ccc2F)cc1 the results were Rad51 HR inh -6, Calpain2 inh -14, PERK inh 0.2, Mdm2 ligase inh -13, eIF4E 4G PPI 1, L929 necroptosis 0.7, Cl transport mod 0.49, TNF necrop inh 9.3 and EBV gp42 block 3.
Screening CCc1ccc(Nc2c([N+](=O)[O-])c(=O)oc3ccccc23)cc1 returned Calpain2 inh -11, PERK inh 0.3, Mdm2 ligase inh -6, eIF4E 4G PPI -9, L929 necroptosis 0.9, Cl transport mod -2, TNF necrop inh -1.4 and EBV gp42 block 0.
`CC(C(=O)N1CCN(Cc2ccccc2)CC1)c1ccc([N+](=O)[O-])cc1` (configuration not stated) gave Calpain2 inh -8, PERK inh 0.3, eIF4E 4G PPI -13, L929 necroptosis -0.5, Cl transport mod -0.92, TNF necrop inh 1.7 and EBV gp42 block 5.

More results.
`O=C(OCC1OC2C(Oc3nc(=O)ccn32)C1O)c1ccccc1` (configuration not stated) gave Rad51 HR inh 2, Calpain2 inh 33, PERK inh 0.9, Mdm2 ligase inh -11, eIF4E 4G PPI 6, L929 necroptosis -0.3, TNF necrop inh -4.5 and EBV gp42 block -5.
`O=c1[nH]c2cc3c(cc2cc1C(c1nnnn1CC1CCCO1)N1CCCC1)OCO3` (configuration not stated) gave Rad51 HR inh -2, Calpain2 inh -166, PERK inh 0.8, Mdm2 ligase inh 1, eIF4E 4G PPI 8, L929 necroptosis -0.2, Cl transport mod 1.1, TNF necrop inh -0.2 and EBV gp42 block 9.
Screening O=C(CSc1nnnn1-c1ccc2c(c1)OCO2)NCc1cccs1 returned Rad51 HR inh 1, Calpain2 inh -12, PERK inh 0.4, Mdm2 ligase inh 2, eIF4E 4G PPI 2[fluorescence artefact?], L929 necroptosis -0.3, Cl transport mod -0.68, TNF necrop inh -0.4 and EBV gp42 block -22.
`COc1cc([N+](=O)[O-])ccc1NC(=O)NCc1ccco1` gave Calpain2 inh 38, PERK inh -0.1, Mdm2 ligase inh -18, eIF4E 4G PPI 5, L929 necroptosis 0.4, Cl transport mod -0.45, TNF necrop inh 0.7 and EBV gp42 block 10.
Screening CCc1ccc(OCC(=O)NC(=S)Nc2ccc(C(C)=O)cc2)c(Br)c1 returned Rad51 HR inh 4, Calpain2 inh 18, PERK inh 1.2, Mdm2 ligase inh -7, eIF4E 4G PPI 1, L929 necroptosis 0.8, Cl transport mod 2.1, TNF necrop inh -0.5 and EBV gp42 block -8.
CC(C)CC1NC(=O)N(CCCCN2C(=O)c3ccccc3C2=O)C1=O (configuration not stated) was read as Rad51 HR inh -5, Calpain2 inh -16, PERK inh -0.2, Mdm2 ligase inh -12, eIF4E 4G PPI 3, L929 necroptosis 0.9, Cl transport mod 0.0057, TNF necrop inh 1.1 and EBV gp42 block -24.
`C=CCOc1cccc(C2c3c(oc4ccccc4c3=O)C(=O)N2c2ccccn2)c1` (configuration not stated) gave Rad51 HR inh -4, Calpain2 inh -12, PERK inh 0.1, Mdm2 ligase inh -9, eIF4E 4G PPI -2, L929 necroptosis -0.2, Cl transport mod -0.52, TNF necrop inh 0.5 and EBV gp42 block -5.
CCOc1ccc(-c2nc(-c3cccnc3)no2)cc1 was read as Rad51 HR inh 3, Calpain2 inh 9, PERK inh -1.2, eIF4E 4G PPI 1, L929 necroptosis 0.0, Cl transport mod 0.011, TNF necrop inh -2.3 and EBV gp42 block -9.
For Cc1ccc(Sc2nnc(Cc3ccccc3)c3ccccc23)cc1 the results were Rad51 HR inh 5, Calpain2 inh -61, PERK inh -0.2, Mdm2 ligase inh -15, L929 necroptosis 2.8, TNF necrop inh -11 and EBV gp42 block -2.
For CC(=O)c1cc(C#N)c(N2CCCC2)nc1C the results were Rad51 HR inh 7, Calpain2 inh -3, PERK inh 0.8, Mdm2 ligase inh -15, eIF4E 4G PPI 21, L929 necroptosis 2.9, Cl transport mod 1.1, TNF necrop inh -1.2 and EBV gp42 block -9.
`C/C(=N\NC(=O)c1cccc([N+](=O)[O-])c1)c1ccco1` gave Rad51 HR inh -2, Calpain2 inh -8, PERK inh -0.7, Mdm2 ligase inh -14, eIF4E 4G PPI 1, L929 necroptosis 1.0, Cl transport mod 12*, TNF necrop inh -0.4 and EBV gp42 block -3.
`O=C(Nc1cccnc1)c1ccc(CN2CCc3ccccc3C2)cc1` gave Rad51 HR inh -1, Calpain2 inh -19, PERK inh 0.3, Mdm2 ligase inh -7, eIF4E 4G PPI 2, L929 necroptosis 1.6, Cl transport mod -0.34, TNF necrop inh -8.5 and EBV gp42 block -8.
